Screening data deposited in PubChem by several laboratories.
Mtb BioA inh = inhibitors of Mycobacterium tuberculosis BioA enzyme; actives 0.096% (n = 360,000); inhibition, % at 9.99 µM; purified M. tuberculosis BioA enzyme, plate reader; in the data active means inhibition above about 40%; inconclusive means no clear call, values can overlap the other calls
TcdB inh = blocks C. difficile toxin B glycohydrolase activity; TcdB glycohydrolase enzymatic assay, plate reader; inhibition, % at 9.99 µM; actives 0.24% (n = 350,000); P18177; in the data active means inhibition above about 10%
BH1578 lux ind = inducers of Vibrio cholerae quorum light production without autoinducers; V. cholerae BH1578 lux reporter, luminescence, 6 h; activation, % at 18.7 µM; actives 0.16% (n = 350,000); AID 588436; in the data active means activation mostly above about 9.7%, no sharp cut-off; inconclusive means no clear call, values can overlap the other calls; inactive means mostly below about 3.7%; further: not every result past the cut was called active; inactives centre near 0; reference of the scale not given here
Mtb UGM inh = Mtb UDP-galactopyranose mutase inhibition. P9WIQ1. purified UGM, fluorescence polarization probe displacement. actives 0.06% (n = 320,000). inhibition, % at 10 µM. AID 504406; in the data active means inhibition above about 10%, passing the limit was not always enough; inconclusive means no clear call, values can overlap the other calls
Target sequence (P9WIQ1 whole entry, looked up): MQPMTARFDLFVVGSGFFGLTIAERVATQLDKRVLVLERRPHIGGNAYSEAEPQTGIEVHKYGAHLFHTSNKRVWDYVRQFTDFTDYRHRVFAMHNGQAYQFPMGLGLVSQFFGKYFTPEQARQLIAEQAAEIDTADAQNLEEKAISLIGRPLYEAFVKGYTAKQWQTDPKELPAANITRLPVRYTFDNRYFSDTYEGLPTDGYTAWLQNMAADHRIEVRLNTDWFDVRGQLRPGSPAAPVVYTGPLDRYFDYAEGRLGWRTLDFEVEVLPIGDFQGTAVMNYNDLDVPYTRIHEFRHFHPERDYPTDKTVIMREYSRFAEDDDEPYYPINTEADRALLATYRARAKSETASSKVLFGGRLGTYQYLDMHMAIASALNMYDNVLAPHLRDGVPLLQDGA
Y pestis TopoI = blocks Yersinia pestis topoisomerase I activity; Y. pestis Topo-I cleavage product accumulation, plate reader; activity, % at 10 µM; actives 0.064% (n = 360,000); AID 504884; in the data active means activity above about 50%, passing the limit was not always enough; inconclusive means no clear call, values can overlap the other calls; further: inactives centre near 2
GDH-TPI counter = inhibits GDH-TPI coupling enzymes, artifact for Mtb FBA screen; GDH-TPI coupled enzyme counterscreen, NADH absorbance; inhibition, % at 4.8 µM; actives 1.2% (n = 360,000); in the data active means inhibition above about 30%;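 further: 0% = DMSO wells and 100% = wells lacking the enzyme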
FBA Mtb inh = inhibitors of M. tuberculosis fructose-bisphosphate aldolase; P9WQA3; purified M. tuberculosis FBA, fluorescence read-out; inhibition, % at 1 µM; actives 2.3% (n = 360,000); AID 588726; in the data active means inhibition above about 27%;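 further: 0% = vehicle and 100% = reference inhibitor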
Target sequence (P9WQA3 whole entry, looked up): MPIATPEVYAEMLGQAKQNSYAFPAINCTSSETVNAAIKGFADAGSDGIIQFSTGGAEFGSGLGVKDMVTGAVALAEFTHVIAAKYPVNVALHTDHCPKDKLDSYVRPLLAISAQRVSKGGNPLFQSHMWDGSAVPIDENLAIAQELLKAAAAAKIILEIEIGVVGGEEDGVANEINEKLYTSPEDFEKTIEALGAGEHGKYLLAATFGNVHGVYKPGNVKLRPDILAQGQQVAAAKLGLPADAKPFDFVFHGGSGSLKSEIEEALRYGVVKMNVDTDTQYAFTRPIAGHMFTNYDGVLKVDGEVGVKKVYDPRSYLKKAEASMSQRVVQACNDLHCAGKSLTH
FadD28 FP inh = M. tuberculosis FadD28 bisubstrate binding inhibition; FadD28 bisubstrate probe binding, fluorescence polarization; inhibition, % at 12.5 µM; actives 0.22% (n = 360,000); AID 588549; in the data active means inhibition above about 8.5%, passing the limit was not always enough; inconclusive means no clear call, values can overlap the other calls
PfHsp40 yeast = restores yeast growth despite PfHsp40 toxicity; S. cerevisiae expressing PfHsp40, growth rescue, ATP luminescence; growth rescue, % at 12.5 µM; actives 0.68% (n = 340,000); in the data active means growth rescue above about 28%, passing the limit was not always enough; inconclusive means no clear call, values can overlap the other calls;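 further: yeast W303a lacking pdr1 and pdr3 grown in galactose medium; growth measured after three days at 30 °C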
An asterisk follows results filed as active; & = joins results of further samples.

`CC(=O)c1cccc(-c2ccnc3c2CC(C(=O)Nc2ccc(Cl)c(C(F)(F)F)c2)O3)c1` (stereo unspecified) gave Mtb BioA inh -2.1, TcdB inh 2.0, BH1578 lux ind -0.8, Y pestis TopoI 14, GDH-TPI counter 6, FBA Mtb inh 1 and FadD28 FP inh -1.6.
`O=C(NC1CC1)C(Cc1ccccc1)NS(=O)(=O)c1ccccc1F` (stereo unspecified) gave Mtb BioA inh -1.2, TcdB inh 1.6, BH1578 lux ind -5.6, Mtb UGM inh -0.9, Y pestis TopoI -12, GDH-TPI counter 2, FBA Mtb inh 3, FadD28 FP inh 1.8 and PfHsp40 yeast -0.8.
`Cc1ccc(C(=O)CC(C(=O)O)n2ccc(C)n2)cc1` (stereo unspecified) gave Mtb BioA inh 0.5, TcdB inh 0.5, BH1578 lux ind -0.7, Mtb UGM inh 1.2, Y pestis TopoI 2, GDH-TPI counter -3, FBA Mtb inh -1, FadD28 FP inh -1.8 and PfHsp40 yeast 0.7.
For O=C(Nc1ccc(OCc2ccccc2)cc1)c1cccc([N+](=O)[O-])c1 the results were Mtb BioA inh -1.2, TcdB inh -1.0, BH1578 lux ind -0.3, Mtb UGM inh 0.3, Y pestis TopoI -3, GDH-TPI counter 19, FBA Mtb inh 1, FadD28 FP inh -1.7 and PfHsp40 yeast 1.8.
C[C@H]1CN([C@@H](C)CO)C(=O)CCCn2cc(nn2)CO[C@@H]1CN(C)S(=O)(=O)c1ccc2ccccc2c1 was read as Mtb BioA inh -1.4&1.1, TcdB inh 0.0&0.4, BH1578 lux ind -0.2, Y pestis TopoI 6, GDH-TPI counter 5, FBA Mtb inh 1 and FadD28 FP inh -0.3.
Screening COc1cc(/C=N/Nc2snc(SC)c2C#N)ccc1O returned Mtb BioA inh -1.4, BH1578 lux ind -2.8, Mtb UGM inh -1.5, Y pestis TopoI -28, GDH-TPI counter 16, FBA Mtb inh 0, FadD28 FP inh -4.4 and PfHsp40 yeast -0.5.
For COc1cccc(NCc2ccc([N+](=O)[O-])s2)c1 the results were TcdB inh 1.2, BH1578 lux ind -0.4, Mtb UGM inh -3.1, Y pestis TopoI -18, GDH-TPI counter -1, FBA Mtb inh -5, FadD28 FP inh -0.3 and PfHsp40 yeast 1.1.
For CCN(Cc1cc2cc(OC)ccc2[nH]c1=O)C(=O)Cc1ccc(OC)cc1 the results were Mtb BioA inh -0.2, BH1578 lux ind inactive, Mtb UGM inh -0.5, Y pestis TopoI 4, GDH-TPI counter -2, FBA Mtb inh 15, FadD28 FP inh -1.3 and PfHsp40 yeast 0.0.
`c1ccc2c(c1)N1CCCN=C1N2CCN1CCCCC1` gave TcdB inh 0.6, BH1578 lux ind -0.2, Mtb UGM inh -6.0, Y pestis TopoI 2, GDH-TPI counter 1, FBA Mtb inh 1, FadD28 FP inh -1.1 and PfHsp40 yeast inconclusive.
Screening O=C(CCN1C(=O)c2ccccc2C1=O)Nc1ccc2c(c1)OCCO2 returned Mtb BioA inh -0.2, TcdB inh 0.4, BH1578 lux ind inactive, Mtb UGM inh -0.4, Y pestis TopoI -1, GDH-TPI counter 0, FBA Mtb inh -1, FadD28 FP inh 0.1 and PfHsp40 yeast -0.4.
`CCOc1ccccc1NC(=O)Nc1cccc(NC(C)=O)c1` gave Mtb BioA inh 1.9, TcdB inh 2.6, BH1578 lux ind -2.3, Mtb UGM inh -1.8, Y pestis TopoI -2, GDH-TPI counter 2, FBA Mtb inh -2, FadD28 FP inh -1.3 and PfHsp40 yeast -1.7.
Screening CC1=CCn2c(=O)c3ccccc3c(=O)n2C1 returned Mtb BioA inh -1.2, TcdB inh -4.6, BH1578 lux ind inactive, Mtb UGM inh -4.5, Y pestis TopoI -7, GDH-TPI counter -4, FBA Mtb inh 4, FadD28 FP inh -3.6 and PfHsp40 yeast -0.7.
COc1ccccc1S(=O)(=O)N1CCC(C(=O)O)(c2ccccc2)CC1 was read as Mtb BioA inh -2.3, TcdB inh 2.0, BH1578 lux ind -0.3, Mtb UGM inh -1.5, Y pestis TopoI -7, GDH-TPI counter -6, FBA Mtb inh 0, FadD28 FP inh 1.1 and PfHsp40 yeast 0.9.
For O=C(NNC(=S)NCc1ccco1)c1cccs1 the results were TcdB inh 0.5, BH1578 lux ind -0.2, Mtb UGM inh 1.7, Y pestis TopoI -7, GDH-TPI counter 1, FBA Mtb inh 1, FadD28 FP inh -2.0 and PfHsp40 yeast -0.8.
`O=C(O)c1ccccc1C(=O)Nc1ccc(Oc2cccc3ccccc23)cc1` gave TcdB inh 1.6, BH1578 lux ind inactive, Y pestis TopoI -3, GDH-TPI counter 6, FBA Mtb inh 8, FadD28 FP inh -6.4 and PfHsp40 yeast -0.9.

Entries shown so far with fluorine (2):
`CC(=O)c1cccc(-c2ccnc3c2CC(C(=O)Nc2ccc(Cl)c(C(F)(F)F)c2)O3)c1` (stereo unspecified) gave Mtb BioA inh -2.1, TcdB inh 2.0, BH1578 lux ind -0.8, Y pestis TopoI 14, GDH-TPI counter 6, FBA Mtb inh 1 and FadD28 FP inh -1.6.
`O=C(NC1CC1)C(Cc1ccccc1)NS(=O)(=O)c1ccccc1F` (stereo unspecified) gave Mtb BioA inh -1.2, TcdB inh 1.6, BH1578 lux ind -5.6, Mtb UGM inh -0.9, Y pestis TopoI -12, GDH-TPI counter 2, FBA Mtb inh 3, FadD28 FP inh 1.8 and PfHsp40 yeast -0.8.

Further compounds:
Cc1ccc(C(C(=O)NCc2ccco2)N(CCc2ccccc2)C(=O)Cn2nnc3ccccc32)o1 (stereo unspecified) was read as Mtb BioA inh 1.3, BH1578 lux ind inactive, Y pestis TopoI -1, GDH-TPI counter 10, FBA Mtb inh 1, FadD28 FP inh -4.7 and PfHsp40 yeast 0.6.
For COc1cc(C(=S)N2CCOCC2)ccc1OC(=O)Cc1ccc(F)cc1 the results were Mtb BioA inh 0.0, BH1578 lux ind -1.0, Mtb UGM inh 1.3, Y pestis TopoI 7, GDH-TPI counter -1, FBA Mtb inh 1, FadD28 FP inh -3.6 and PfHsp40 yeast -0.5.
Screening COc1cccc(C2=CC(=O)C[C@H](c3ccc(Cl)cc3)C2)c1OC returned Mtb BioA inh 0.0, TcdB inh 0.9, BH1578 lux ind 6.7, Mtb UGM inh -0.1, Y pestis TopoI 24, GDH-TPI counter 26, FBA Mtb inh 0, FadD28 FP inh -2.9 and PfHsp40 yeast 4.1.
For COc1ccc(Cl)cc1NC(=O)CSc1sc2c(O)cc(=O)[nH]c2c1C#N the results were Mtb BioA inh -2.1, TcdB inh -0.6, BH1578 lux ind -5.6, Mtb UGM inh 0.6, Y pestis TopoI -6, GDH-TPI counter 22, FBA Mtb inh -2, FadD28 FP inh -5.5 and PfHsp40 yeast 1.7.
Screening Cc1ccc(Oc2ccc(Cl)cc2NC(=O)c2cnccn2)cc1 returned Mtb BioA inh -3.5, BH1578 lux ind 17*, Mtb UGM inh -1.5, Y pestis TopoI -15, GDH-TPI counter 5, FBA Mtb inh 2, FadD28 FP inh -1.3 and PfHsp40 yeast 0.2.
Screening O=C(Nc1ccccc1[N+](=O)[O-])C1COc2ccccc2O1 (stereo unspecified) returned Mtb BioA inh 0.8, TcdB inh 0.2, BH1578 lux ind -0.5, Mtb UGM inh -1.3, Y pestis TopoI 11, GDH-TPI counter 1, FBA Mtb inh 2, FadD28 FP inh 1.6 and PfHsp40 yeast -0.5.
`CNC[C@H]1Oc2ccc(NC(=O)C3CCCCC3)cc2CC(=O)N([C@H](C)CO)C[C@@H]1C` gave Mtb BioA inh -1.9&-8.9, TcdB inh 1.7&-2.5, BH1578 lux ind 0.4, Mtb UGM inh 1.0, Y pestis TopoI -3, GDH-TPI counter -2, FBA Mtb inh 1, FadD28 FP inh 0.8 and PfHsp40 yeast -1.6.
For CC(C)COC(=O)c1ccc(N2C(=O)c3ccccc3C2=O)cc1 the results were Mtb BioA inh -0.3, TcdB inh 1.4, BH1578 lux ind -0.2, Mtb UGM inh -2.9, Y pestis TopoI 5, GDH-TPI counter 0, FBA Mtb inh -3, FadD28 FP inh -2.8 and PfHsp40 yeast 1.2.
CC(=O)c1cc(CN2CCN(C3CCCCC3)C(CCO)C2)cs1 (stereo unspecified) was read as Mtb BioA inh 1.7, TcdB inh 1.2, BH1578 lux ind 0.0, Mtb UGM inh -3.6, Y pestis TopoI 4, GDH-TPI counter -6, FBA Mtb inh -3, FadD28 FP inh -3.9 and PfHsp40 yeast 0.9.
Screening CCO[C@H]1OC(C(=O)N2CCN(C)CC2)=C[C@@H](c2ccc3c(c2)OCO3)[C@@H]1CCCO returned Mtb BioA inh -1.7, TcdB inh -6.0, BH1578 lux ind inactive, Mtb UGM inh 1.3, Y pestis TopoI 12, GDH-TPI counter 9, FBA Mtb inh 5, FadD28 FP inh -1.6 and PfHsp40 yeast -1.2.
COc1ccccc1CNc1nc2nc3c(c(=O)n2[nH]1)CCC3 was read as Mtb BioA inh -2.8, BH1578 lux ind -0.4, Mtb UGM inh 1.0, Y pestis TopoI -3, GDH-TPI counter -1, FBA Mtb inh 2, FadD28 FP inh 0.4 and PfHsp40 yeast 0.0.
Screening O=C(CNCCc1ccc(Cl)cc1Cl)NCc1ccco1 returned TcdB inh 1.4, BH1578 lux ind -0.3, Mtb UGM inh -0.5, Y pestis TopoI -4, GDH-TPI counter -6, FBA Mtb inh -11, FadD28 FP inh -4.0 and PfHsp40 yeast -1.4.
Cn1c(/N=C(\N)c2ccccc2)nc2ccccc21 was read as Mtb BioA inh -1.2, TcdB inh -0.5, BH1578 lux ind inactive, Y pestis TopoI 1, GDH-TPI counter 25, FBA Mtb inh -2 and FadD28 FP inh 0.7.
For C#CCOCCOCCOCCNc1nc(N2CCOCC2)nc(N2CCN(C(=O)[C@H](CO)n3cc([C@@H](N)C(C)C)nn3)CC2)n1 the results were Mtb BioA inh -1.1, TcdB inh -0.7, BH1578 lux ind -0.6, Mtb UGM inh -2.9, Y pestis TopoI 7, GDH-TPI counter 4, FBA Mtb inh 3, FadD28 FP inh -0.2 and PfHsp40 yeast -0.8.
Cc1occc1-c1nnc(SCC(=O)NCc2ccco2)n1CC(C)C was read as Mtb BioA inh -0.6, BH1578 lux ind -1.0, Mtb UGM inh 0.1, Y pestis TopoI 10, GDH-TPI counter 11, FBA Mtb inh 1, FadD28 FP inh -1.3 and PfHsp40 yeast -0.4.
For O=C(c1ccco1)c1nnn(Cc2ccccc2)c1-c1ccccc1 the results were Mtb BioA inh -0.6, TcdB inh 0.7, BH1578 lux ind -7.1, Mtb UGM inh 2.2, Y pestis TopoI -1, GDH-TPI counter 14, FBA Mtb inh 2, FadD28 FP inh -2.5 and PfHsp40 yeast -1.5.
CCC(C)N(C(=O)Cn1nnc2ccccc21)C(C(=O)NCc1ccco1)c1cccc(OC)c1 (stereo unspecified) was read as Mtb BioA inh -0.1, BH1578 lux ind inactive, Mtb UGM inh -0.2, Y pestis TopoI 1, GDH-TPI counter 8, FBA Mtb inh 3, FadD28 FP inh 0.1 and PfHsp40 yeast -0.1.
For O=C(C[C@H]1C/C=C\CCCCC(=O)OC[C@H]2CCCN2C1=O)N[C@H](CO)Cc1ccccc1 the results were Mtb BioA inh -0.3, TcdB inh 1.1, BH1578 lux ind -0.3, Mtb UGM inh -2.8, Y pestis TopoI 15, GDH-TPI counter -7, FBA Mtb inh 0, FadD28 FP inh -2.7 and PfHsp40 yeast 0.9.
CC1(C(=O)NS(=O)(=O)C2CC2)CCN(C(=O)c2cc(F)cc(F)c2)C1 (stereo unspecified) was read as Mtb BioA inh 0.0, TcdB inh 0.9, BH1578 lux ind -0.3, Y pestis TopoI -6, GDH-TPI counter -9, FBA Mtb inh 0 and FadD28 FP inh -2.2.
